Screens as filed in PubChem BioAssay.
TRPC4 PAM: TRPC4 (mouse) allosteric potentiation; Q9QUQ5; B-score at 10 µM; 0.42% of 310,000 active; HEK293 TRPC4beta/mu-opioid, DAMGO EC20, Fluo-4 Ca2+ flux; stronger effect = higher value;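 active = B-score of calcium response area above 5 SD of library B-scores, with initial fluorescence ratio within 5 SD of library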;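 also: B-score of integrated fluorescence ratio over time as area under calcium response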
TMEM16A act: activators or potentiators of mouse TMEM16A chloride channel | Q8BHY3 | HEK293 TMEM16A/YFP-H148Q/I152L, iodide quench fluorescence; stronger effect = lower value | B-score at 10 µM | 0.3% of 340,000 active;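 active = fluorescence-ratio B-score plate-corrected deviation score at least 3 library SD below zero, with starting fluorescence score within 5 deviations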;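 also: channel opened by trigger with iodide after compound preincubation; score built on the fluorescence ratio of max minus min over baseline; more negative score means more quench and so TMEM16A activation or potentiation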
MrgX1 allo act: allosterically activates human MrgX1 receptor signaling; Q96LB2; AID 588675; 0.63% of 310,000 active; B-score at 10 µM; MrgX1-HEK293, Fluo-4 calcium flux, FDSS; stronger effect = higher value;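 active = plate-corrected calcium response at least 3 library SD above typical, normal starting fluorescence, not activating the receptor alone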;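 also: compound read alongside a low EC10 to EC30 dose of BAM8-22 agonist; peak minus trough fluorescence over baseline measured at the second addition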
ANO1 block: blocks the mouse calcium-activated chloride channel TMEM16A | 1.2% of 310,000 active | Q8BHY3 | HEK293 TMEM16A/YFP iodide influx fluorescence, ionomycin | normalized B-score (activity score, 25-100; higher = stronger inhibition) at 10 µM;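 active = ratio plate-corrected score three or more library SD toward inhibition, starting fluorescence score within five deviations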;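 also: score derived from kinetic fluorescence span divided by baseline fluorescence per well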
MrgX1 ag: agonists of human MrgX1 receptor; Q96LB2; MrgX1-HEK293 cells, Fluo-4 calcium fluorescence, agonist mode; stronger effect = higher value; B-score at 10 µM; 0.44% of 310,000 active;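 active = calcium response B-score plate-corrected fluorescence ratio at least 3 library SD, with starting fluorescence B-score inside 5 SD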
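Assay system: stable human MrgX1 HEK293 cell line. Quantity: 15,000 cells per well. Schedule: cells plated overnight, dye loaded 0.5 h 37 °C, 0.5 h room temperature. Detection: Fluo-4 NW calcium-flux fluorescence, kinetic read. Read-out basis: peak-minus-minimum fluorescence over baseline, converted to B scores. Control set: positive and negative control wells on each plate.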
MrgX1 antag: antagonists of human MrgX1 receptor; Q96LB2; MRGX1-HEK293 calcium flux, Fluo-4, BAM8-22 antagonism; stronger effect = lower value; AID 588676; 1.3% of 310,000 active; B-score at 10 µM;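 active = calcium-response B-score plate-corrected more than 3 library SD below zero, starting fluorescence within 5 deviations, no agonist response on first addition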;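 also: peak minus trough fluorescence over baseline after final BAM8-22 challenge near maximal dose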
TRPC6 act: mouse TRPC6 channel activation; Q61143; HEK293-TRPC6 membrane potential dye fluorescence; stronger effect = higher value; B-score at 10 µM; 0.13% of 310,000 active; AID 2550;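 active = B-score of the integrated fluorescence ratio above library mean plus 3 SD, and starting fluorescence ratio within library mean plus 5 SD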;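 also: higher score means more depolarization so channel activation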
Target sequence (Q61143 whole entry, looked up): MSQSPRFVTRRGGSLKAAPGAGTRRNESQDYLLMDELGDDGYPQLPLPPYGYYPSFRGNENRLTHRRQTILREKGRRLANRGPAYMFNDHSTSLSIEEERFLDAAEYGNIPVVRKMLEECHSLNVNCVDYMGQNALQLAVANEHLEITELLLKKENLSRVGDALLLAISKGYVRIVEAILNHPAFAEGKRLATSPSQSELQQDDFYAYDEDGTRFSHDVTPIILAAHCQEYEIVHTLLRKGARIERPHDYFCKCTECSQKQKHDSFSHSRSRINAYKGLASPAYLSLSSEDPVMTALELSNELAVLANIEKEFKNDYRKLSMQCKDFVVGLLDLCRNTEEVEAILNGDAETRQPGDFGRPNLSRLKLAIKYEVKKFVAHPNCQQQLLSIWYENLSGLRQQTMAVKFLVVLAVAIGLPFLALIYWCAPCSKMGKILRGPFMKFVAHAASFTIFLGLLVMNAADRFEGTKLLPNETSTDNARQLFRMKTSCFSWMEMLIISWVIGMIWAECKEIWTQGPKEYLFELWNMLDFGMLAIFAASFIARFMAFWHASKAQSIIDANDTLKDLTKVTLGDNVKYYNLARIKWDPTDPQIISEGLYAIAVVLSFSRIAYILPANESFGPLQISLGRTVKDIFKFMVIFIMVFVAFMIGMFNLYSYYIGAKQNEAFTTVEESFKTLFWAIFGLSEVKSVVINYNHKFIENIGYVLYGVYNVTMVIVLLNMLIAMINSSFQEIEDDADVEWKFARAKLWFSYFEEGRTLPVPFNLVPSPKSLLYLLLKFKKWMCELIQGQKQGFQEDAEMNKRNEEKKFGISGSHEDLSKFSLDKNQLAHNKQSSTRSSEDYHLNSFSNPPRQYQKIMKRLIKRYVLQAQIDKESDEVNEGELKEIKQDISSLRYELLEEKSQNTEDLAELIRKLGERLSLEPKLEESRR
RGS4 block: inhibitors of human RGS4. P49798. HEK293 M3R/RGS4 inducible, Fluo-4 calcium flux; stronger effect = higher value; triggered by carbachol at its EC20. B-score at 10 µM. 0.45% of 310,000 active. AID 463165;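 active = B-score, a plate-corrected calcium signal, over three deviations above library mean, with baseline fluorescence within five deviations of library mean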;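 also: RGS4 expression induced by doxycycline in cells with stable M3 receptor; B-score is computed from the integrated fluorescence ratio over baseline after carbachol; higher B-score means a larger calcium signal and so more RGS4 inhibition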
Target sequence (P49798 whole entry, looked up): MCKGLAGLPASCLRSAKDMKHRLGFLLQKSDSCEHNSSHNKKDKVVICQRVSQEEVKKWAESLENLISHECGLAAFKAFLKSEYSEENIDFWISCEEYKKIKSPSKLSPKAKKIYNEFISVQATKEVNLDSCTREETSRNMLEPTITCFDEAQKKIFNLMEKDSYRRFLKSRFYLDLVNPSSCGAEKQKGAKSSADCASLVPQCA
TRPC4 agonist: opens the mouse TRPC4 cation channel | AID 2237 | HEK293 TRPC4beta/mu-opioid, Fluo4 calcium fluorescence; stronger effect = higher value | 0.49% of 310,000 active | B-score at 10 µM;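 active = B-score above 5 SD of library B-scores, and initial fluorescence ratio not above library mean plus 5 SD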;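 also: positive B-score marks a calcium rise read as TRPC4 activation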
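Material: TRPC4beta and mu-opioid receptor HEK293 stable cells | Incubation: 45 min room-temperature Fluo4 loading, 110 s read | Detection: Kinetic Fluo4 calcium fluorescence | Measure: Integrated baseline-normalised fluorescence ratio, converted to per-well B score | Benchmarks: Low control buffer alone, high control maximal DAMGO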
TRPC4 inh: blocks the mouse TRPC4 cation channel. HEK293 TRPC4beta/mu-opioid, DAMGO-evoked Fluo4 calcium flux; stronger effect = lower value. B-score at 10 µM. 0.39% of 300,000 active;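 active = B-score over 3 SD under the library average, no early fluorescence shift, positive overall ratio signal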
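Signal: kinetic Fluo4 fluorescence imaging of calcium influx. Material: stable TRPC4beta/mu-opioid receptor HEK293 cells. Probe or stimulus: DAMGO in two steps, submaximal then maximal.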
TRPC6 inh: blocks the mouse TRPC6 cation channel; Q61143; HEK293-TRPC6, membrane potential dye, ACh-evoked depolarization; stronger effect = lower value; B-score at 10 µM; 1.1% of 310,000 active; AID 2553;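 active = B-score under library mean minus 3 SD, initial fluorescence not abnormally high, positive integrated signal ratio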;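 also: B-score derived from integrated fluorescence ratio over the kinetic read; more negative B-score means stronger inhibition of depolarization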
The depositor's hits bear a star; i = inactive.

nr | SMILES | TRPC4 PAM | MrgX1 ag | MrgX1 allo act | TRPC6 inh | TRPC6 act | ANO1 block | MrgX1 antag | TRPC4 inh | RGS4 block | TMEM16A act | TRPC4 agonist
1 | CC(C)n1c(CCCO)nc2ccccc21 | i | i | i | i | i | i | i | i | i | i | i
2 | CC(=O)N1CCC2(CC1)NC(=O)N(c1ccccc1)N2 | i | i | i | i | i | i | i | i | i | i | i
3 | CC(C)CCNC(=S)Nc1ccc([N+](=O)[O-])cc1 | i | i | i | i | i | 100* | i | i | i | i | i
4 | Cc1nn(C)c(C)c1C1Nc2ccccc2C(=O)N1O (configuration not stated) | i | i | i | i | i | i | i | i | i | i | i
5 | Cc1ccnc(NC(=O)CCC2CCCCC2)c1 | i | i | i | i | i | i | i | i | i | i | i
6 | Cc1cc(C(=O)Nc2ccccc2N2CCOCC2)ccc1[N+](=O)[O-] | i | i | i | i | i | i | i | i | i | i | i
7 | O=C(CCc1nnc(Cc2cccc(C(F)(F)F)c2)o1)NC1CC1 | i | i | i | i | i | i | i | i | i | i | i
8 | O=C(Nc1cc(S(=O)(=O)N2CCOCC2)ccc1N1CCOCC1)c1cn2ccccc2n1 | i | i | i | i | i | i | i | i | i | i | i
9 | CCC(C(=O)NCc1ccc(F)cc1)N(Cc1cccs1)C(=O)c1snc(C(N)=O)c1N (configuration not stated) | i | i | i | i | i | i | i | i | i | i | i
10 | COc1ccc(C(=O)Nc2nnc(C3=COCCO3)o2)cc1 | i | i | i | i | i | i | i | i | i | i | i
11 | CCN(CC)S(=O)(=O)c1ccc(N(C)C)c(NC(=O)C2CCCC2)c1 | i | i | i | i | i | i | i | i | i | i | i
12 | COc1cc(NC(=O)Cn2nnc(-c3ccncc3)n2)cc(OC)c1 | i | i | i | i | i | i | i | i | i | i | i
13 | Cc1ccc(C2=NN(C(=O)CCC(=O)O)C(c3ccc4c(c3)OCO4)C2)cc1 (configuration not stated) | i | i | i | i | i | i | i | i | i | i | i
14 | O=C(/C=C/c1ccc2c(c1)OCO2)Nc1nncs1 | i | i | i | i | i | i | i | i | i | i | i
15 | NC(=S)N=Nc1c(O)[nH]c2cc(F)c(F)cc12 | i | i | i | i | i | i | i | i | i | i | i
16 | CS(=O)(=O)c1ccc(C(=O)Nc2ccc(-c3nc4ccccc4[nH]3)cc2)cc1 | i | i | i | i | i | i | i | i | i | i | i
17 | O/N=C1/CCCSc2ccccc21 | i | i | i | i | i | i | i | i | i | i | i
18 | O=C1CCCN2N=C(SCC(=O)Nc3ccc(OC(F)(F)F)cc3)SC2=N1 | i | i | i | i | i | i | i | i | i | i | i
19 | O=C(Nc1ccccc1C(F)(F)F)c1cc(S(=O)(=O)N2CCC3(CC2)OCCO3)ccc1F | i | i | i | i | i | i | i | i | i | i | i
20 | CCOC(=O)N1CCN(C(=O)C(=O)c2cn(CC(=O)N3CCCCCC3)c3ccccc23)CC1 | i | i | i | i | i | i | i | i | i | i | i
21 | Cc1cc(C(F)(F)F)nc(SCc2ccc(C(=O)O)o2)n1 | i | i | i | i | i | i | i | i | i | i | i
22 | CCN(CC(=O)NCc1ccccn1)S(=O)(=O)c1ccc(OC)cc1 | i | i | i | i | i | i | i | i | i | i | i
23 | CSc1nc2ccc(S(=O)(=O)N3CCOCC3)cc2s1 | i | i | i | i | i | i | i | i | i | i | i
24 | C=CC(=O)N(CCC)C(c1ccccc1)c1ccccc1OC (configuration not stated) | i | i | i | i | i | i | i | i | i | i | i
25 | CCOC(=O)c1c(-c2ccccc2)oc2cc(CN(C)C)c(O)c(CN(C)C)c12 | i | i | i | -7.7* | i | i | i | i | i | i | i
26 | CN(CCc1ccccn1)C(=O)CC1C(=O)NCCN1Cc1cccc(F)c1 (configuration not stated) | i | i | i | i | i | i | i | i | i | i | 186*
27 | C/C(CC(=O)Nc1ccc2c(c1)OCCO2)=N\NC(=O)COc1ccc(C)cc1Br | i | i | i | i | i | i | i | i | i | i | i
28 | COC(=O)c1ccccc1NC(=S)N(Cc1ccc2c(c1)OCO2)Cc1cc2cc(OC)ccc2[nH]c1=O | i | i | i | i | i | i | i | i | i | i | i
29 | COc1ccc(-c2ccccc2)cc1NC(=O)c1cccs1 | i | i | i | i | i | i | i | i | i | i | i
30 | COCCNc1ccnc2c(Cl)cccc12 | i | i | i | i | i | i | i | i | i | i | i
31 | Cc1ccc(C(C)C)c(OCCCN2C(=O)NC(C)(C)C2=O)c1 | i | i | i | i | i | i | i | i | i | i | i
32 | c1ccc(-c2nnc(-c3ccco3)o2)cc1 | i | i | i | i | i | i | i | i | i | i | i
33 | Cc1cc(Cl)ccc1C(=O)C1CCCN(C(=O)c2ccoc2)C1 (configuration not stated) | i | i | i | i | i | i | i | i | i | i | i
34 | CCOc1ccc(-c2ccc(C=O)o2)c([N+](=O)[O-])c1 | i | i | i | i | i | i | i | i | i | i | i
35 | COc1ccc(C2(CNC(=O)C(=O)Nc3ccc(C)cc3)CCOCC2)cc1 | i | i | i | i | i | i | i | i | i | i | i
36 | O=C(CCSc1nnc(-c2ccco2)o1)Nc1ccc(Cl)cc1 | i | i | i | i | i | i | i | i | i | i | i
37 | O=S(=O)(Nc1c(F)cccc1F)c1ccc2c(c1)OCCO2 | i | i | i | i | i | i | i | i | i | i | i
38 | COc1ccccc1N1CCN(Cc2cc3c(cc2[N+](=O)[O-])OCO3)CC1 | i | i | i | i | i | i | i | i | i | i | i
39 | CC(C)CNC(=O)c1ccccc1Oc1ccccc1 | i | i | i | i | i | i | i | i | i | i | i
40 | CC(C)N(C1=CC(=O)OC12CCCCC2)C(C)C | i | i | i | i | i | i | i | i | i | i | i
41 | Cc1ccc([N+](=O)[O-])cc1S(=O)(=O)NCc1cccnc1 | i | i | i | i | i | i | i | i | i | i | i
42 | CCOc1ccc(-c2nnn(CC(=O)NCc3cccs3)n2)cc1 | i | i | i | i | i | i | i | i | i | i | i
43 | Cc1cccc(CSCCNC(=S)Nc2ccccc2)c1 | i | i | i | i | i | i | i | i | i | i | i
44 | CCN1CCCC1CNC(=O)c1cc(OC)c(OC)c(OC)c1 (configuration not stated) | i | i | i | i | i | i | i | i | i | i | i
45 | COc1cc(C(c2sc3ncnn3c2O)N2CCN(c3ccccc3F)CC2)cc(OC)c1OC (configuration not stated) | i | i | i | i | i | i | i | i | i | i | i
46 | Cc1ccc(NC(=O)c2cc(NC(=O)c3ccco3)ccc2N2CCOCC2)cc1 | i | i | i | i | i | i | i | i | i | i | i
47 | Cc1ccc(C(C)C)c(OCC(=O)Nn2c(C)nc3ccccc3c2=O)c1 | i | i | i | i | i | i | i | i | i | i | i
48 | Cc1ccc(S(=O)(=O)CCC(=O)OCC(=O)N(C)CC(=O)Nc2ccc(F)cc2)cc1 | i | i | i | i | i | i | i | i | i | i | i
49 | COc1ccc(Cc2nn3c(Cn4nnc5ccccc54)nnc3s2)cc1 | i | i | i | i | i | i | i | i | i | i | i
50 | COc1cc(SC)ccc1C(=O)NCC1CCCO1 (configuration not stated) | i | i | i | i | i | i | i | i | i | i | i
51 | CCOC(=O)C1C(=O)CC(C)(O)C(C(=O)OCC)C1c1ccc(N(CC)CC)cc1 (configuration not stated) | i | i | i | i | i | i | i | i | i | i | i
52 | COc1ccccc1NC(=O)CNC(=O)Cn1c(C)cc2ccccc2c1=O | i | i | i | i | i | i | i | i | i | i | i
53 | CCCCn1c(N)c(N(CCC(C)C)C(=O)Cc2ccc(S(=O)(=O)N3CCOCC3)s2)c(=O)[nH]c1=O | i | i | i | i | i | i | i | i | i | i | i
54 | CCC(NC(=O)c1oc2ccccc2c1COC)c1ccc(OC)cc1 (configuration not stated) | i | i | i | i | i | i | i | i | i | i | i
55 | CC1(C(=O)NCCN2CCOCC2)C=CCN1C(=O)c1ccccc1 (configuration not stated) | i | i | i | i | i | i | i | i | i | i | i
56 | Cc1ccc(N(CCC#N)C(=O)CN2C(=O)NC(Cc3ccccc3)C2=O)cc1 (configuration not stated) | i | i | i | i | i | i | i | i | i | i | i
57 | Cc1nn(C(C)CC(=O)O)c(C)c1Br (configuration not stated) | i | i | i | i | i | i | i | i | i | i | i
58 | CN(C)S(=O)(=O)c1cc(NC(=O)COC(=O)Cc2ccc(Cl)cc2Cl)ccc1Cl | i | i | i | i | i | i | i | i | i | i | i
59 | COc1ccc(NC(=O)CS(=O)(=O)c2cccc(Cl)c2)cc1 | i | i | i | i | i | i | i | i | i | i | i
60 | CCOC(=O)c1[nH]c(C)c(C(=O)N2CCc3ccccc32)c1C | i | i | i | i | i | i | i | i | i | i | i

Further compounds follow:
nr | SMILES | TRPC4 PAM | MrgX1 ag | MrgX1 allo act | TRPC6 inh | TRPC6 act | ANO1 block | MrgX1 antag | TRPC4 inh | RGS4 block | TMEM16A act | TRPC4 agonist
61 | COc1ccc(S(=O)(=O)NCCSCc2ccccc2C)cc1Br | i | i | i | i | i | i | i | i | i | i | i
62 | CC(NC(=O)c1cn(C)c2ccc(S(=O)(=O)N3CCCC3)cc2c1=O)c1ccccc1 (configuration not stated) | i | i | i | i | i | i | i | i | i | i | i
63 | COc1ccc(-c2nc(-c3ccc4c(c3)OCO4)[nH]c2-c2ccc(OC)cc2)cc1 | i | i | i | i | i | i | i | i | i | i | i
64 | O=C(NC1CCN(Cc2ccc(Cl)c(Cl)c2)CC1)c1ccccc1 | i | i | i | i | i | i | i | i | i | i | i
65 | COc1ccc(CN2CCN(CCCc3ccccc3)C(CCO)C2)cc1OC (configuration not stated) | i | i | i | i | i | i | i | i | i | i | i
66 | CC(=O)c1ccc(N2CCN(S(=O)(=O)c3ccc4c5c3CC(=O)N5CC(C)S4)CC2)cc1 (configuration not stated) | i | i | i | i | i | i | i | i | i | i | i
67 | COc1ccc(-n2nc3c(c2NC(C)=O)CS(=O)(=O)C3)cc1 | i | i | i | i | i | i | i | i | i | i | i
68 | O=C(c1ccccc1F)N(Cc1cccs1)C1CCS(=O)(=O)C1 (configuration not stated) | i | i | i | i | i | i | i | i | i | i | i
69 | O=C(CSc1nnc2ccccn12)N1CCc2ccccc2C1 | i | i | i | i | i | i | i | i | i | i | i

Random draw from the library (roughly 5.8% active in at least one column).
